aSyn 5UTR inh – 5' untranslated region of α-synuclein, MLPCN primary screen; inhibition, % (tested at 7.5 µM); 300,000 tested, 0.82% active; AID 1813; alpha-synuclein 5'UTR reporter, inhibitor activity; in the data active means inhibition above about 60%; inconclusive means no clear call, values can overlap the other calls;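 further: H4 neuroglioblastoma cells stably carrying SNCA 5'UTR luciferase fusion; 0% = DMSO wells and 100% = positive control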
IEC-6 cytotox – counter-screen for KLF5 inhibitors: cytotoxicity in IEC-6 cells; inhibition, % at 5 µM; IEC-6 cytotoxicity, luminescence viability; AID 1825; 290,000 tested, 0.78% active; in the data active means inhibition above about 22%;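 further: 0% = plate median of test compound wells and 100% = cytotoxic reference compound wells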
HSP90 refold inh – inhibitors of HSP90 luciferase refolding in rabbit reticulocyte lysate | inhibition, % at 5.6 µM | luciferase refolding luminescence, 3 h | 290,000 tested, 0.91% active | AID 1789;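 active means inhibition above the screen-wide mean plus 3 SD, computed separately per campaign, cut at about 16% in these data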;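 further: 0% = DMSO wells and 100% = 60 µM geldanamycin wells; inhibitors lower the luminescence because luciferase stays unfolded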
SKKanGAS inh – SKKanGAS growth inhibition. S. pyogenes SKKanGAS, kanamycin growth, BacTiter-Glo, 6 h. inhibition, % at 7.5 µM. 300,000 tested, 1.3% active;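 active means mean replicate score, as percent of positive control median, at least 50; inconclusive means mean below 50 but one replicate at or above 50; inactive means mean and every replicate below 50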;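 further: strain carries kanamycin resistance gene driven by streptokinase promoter and grows in 40 µg/ml kanamycin; loss of luminescence reflects streptokinase promoter inhibition or plain growth inhibition; 0% = median of DMSO wells and 100% = positive control at its reference dose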
AI-2 QS modul – Vibrio harveyi AI-2 quorum sensing modulation | Vibrio harveyi JMH597 AI-2 luminescence/OD600 ratio, 9 h; hits give low values; strain lacks LuxN and CqsS sensors; 0 = neutral-control median | activity change, % at 7.5 µM | 300,000 tested, 0.4% active; in the data active means activity change below about -75%, passing the limit was not always enough; inconclusive means no clear call, values can overlap the other calls;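 further: luminescence divided by OD600 gain over 9 h not by final OD600 alone; inactives centre near 13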
KLF5 inh – inhibitors of KLF5 expression. DLD-1 KLF5 promoter-luciferase reporter, luminescence. inhibition, % at 5 µM. 290,000 tested, 0.23% active;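 active means inhibition above a per-plate limit of that plate's mean compound inhibition plus 3 SD, cut at about 60% in these data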;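 further: 0% = DMSO wells and 100% = LY294002 at 200 µM; higher means less KLF5 promoter-driven luciferase light; inactives centre near -14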
Platelet DG rel – modulates dense granule release in human platelets | inhibition, %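 (compounds screened at 7.5 µM in platelet-rich plasma)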 | 300,000 tested, 0.22% active | human platelet-rich plasma, SFLLRN dense granule ATP release, luminescence;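 active means mean replicate score, as percent of positive control, at or above 50; inconclusive means mean below 50 but at least one replicate at or above 50; inactive means mean and every replicate below 50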
HIF act – HIF pathway transcriptional activation. U2OS HRE-luciferase reporter, luminescence; normalized: DMSO 0%, desferrioxamine 100%. AID 1910. activation, % at 7.5 µM (by protocol). 300,000 tested, 0.32% active;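 active means mean activation of at least 10% of the iron chelator positive control signal, with at least half of replicates also reaching 10%; inconclusive means mean and replicate majority disagree about reaching 10%; inactive means mean and most replicates under 10%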
HSF-1 act – increases HSF-1 driven luciferase reporter signal; NIH3T3-HGL HSF-1 luciferase reporter, MG132, 8 h; 100% = twice DMSO control signal; activation, % at 9 µM; 300,000 tested, 1.7% active; AID 504408;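 active means mean replicate activation of at least 50% with a set share of replicates each reaching 50%; inconclusive means only one of those two conditions met; inactive means mean below 50% and too few replicates reaching it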;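 further: 0% = median of the neutral control wells and 100% = twice that signal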
HSF1 inhib – HSF1 inhibition; activity change, negative = inhibition, % at 7.5 µM (by protocol); 300,000 tested, 0.77% active; AID 2098; NIH3T3-HGL HSE-luciferase, MG132-induced, luminescence 8 h; hits give low values;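 active means more than half of replicate wells show activity change below -50%, luminescence cut by over half; inconclusive means some wells, but at most half, below -50%; inactive means no replicate well below -50%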;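 further: luciferase reports HSF-1 transcriptional activity via heat shock element; 0% = median of DMSO wells and -100% = zero luminescence signal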
The depositor's hits bear a star; ? = inconclusive; / = no result given.

cpd	Compound	aSyn 5UTR inh	IEC-6 cytotox	HSP90 refold inh	SKKanGAS inh	AI-2 QS modul
1	CCOC(=O)NC1(NC(C)C)Oc2ccccc2O1	-22	-2	-1	7	22
2	O=C(c1ccc(S(=O)(=O)N2CCOCC2)cc1)N(c1cccc(Cl)c1)C1C=CS(=O)(=O)C1 (configuration not stated)	-13	0	3	-1	13
3	CCc1cc2ccc(OC)cc2nc1SCC(=O)N1CCN(C(=O)c2ccco2)CC1	27	-1	-2	16	12
4	CCOc1ccccc1NC(=O)C1C2C=CC(O2)C1C(=O)O (configuration not stated)	24	0	-2	0	23
5	COc1ccc(OC)c(S(=O)(=O)N2CCN(C)CC2)c1	16	-5	1	1	31
6	COc1cccc(NC(=O)CSc2nc3scc(C)c3c(=O)[nH]2)c1	-5	12	2	16	22
7	Cc1nnc2ccc(N3CCCC3)nn12	12	-2	-2	6	16
8	Cc1cc(C)cc(-n2cnc3cc(C(=O)O)ccc32)c1	6	2	9	-4	44

cpd	KLF5 inh	Platelet DG rel	HIF act	HSF-1 act	HSF1 inhib
1	1	3	-6.8	20	7
2	-8	-2	-0.8	17	1
3	-28	-2	-0.1	-6	8
4	-4	-2	-0.5	-10	5
5	-16	7	-0.1	2	0
6	-34	12	-0.3	17	22
7	-6	2	0.0	9	-3
8	-12	3	-0.2	5	2

The listing continues:
cpd	Compound	aSyn 5UTR inh	IEC-6 cytotox	HSP90 refold inh	SKKanGAS inh	AI-2 QS modul
9	O=C(NCCc1c[nH]c2ccccc12)OCCSS(=O)(=O)O	-11	-5	-5	15	14
10	CC(C)(O)[C@H](O)COc1c2occc2cc2ccc(=O)oc12	-14	-6	1	2	22
11	COc1ccc(/C=N/NC(=O)CC#N)cc1Oc1nc(Cl)ncc1F	15	-6	1	-8	5
12	Cc1cccc(C2c3[nH]c4ccccc4c3CCN2C(=O)c2cc(CC(C)C)nc(C)n2)n1 (configuration not stated)	-19	-3	-3	3	27
13	Cc1ccc(C(=O)COC(=O)CNS(=O)(=O)c2ccccc2)cc1[N+](=O)[O-]	-12	1	2	3	11
14	COc1ccc(N(S(=O)(=O)c2ccccc2)S(=O)(=O)c2ccccc2)c(N)c1	-3	/	/	2	19
15	COc1ccccc1C(=O)N1CCC(N2CCN(c3ccccc3OC)CC2)CC1	7	-2	-4	11	11
16	CCc1c(C)c2cc(Cl)c(O)c(CN3CCCCC3)c2oc1=O	21	0	1	4	24

cpd	KLF5 inh	Platelet DG rel	HIF act	HSF-1 act	HSF1 inhib
9	-2	-4	-0.5	6	-2
10	4	3	-2.9	-7	-2
11	-37	11	-1.1	2	-4
12	7	7	-0.3	3	4
13	-2	5	0.0	6	-5
14	/	1	1.7	9	-2
15	-25	2	-0.5	-4	-5
16	-26	3	-0.5	-14	3

Next part:
cpd	Compound	aSyn 5UTR inh	IEC-6 cytotox	HSP90 refold inh	SKKanGAS inh	AI-2 QS modul
17	COc1cccc(NC(=O)N2CCCC2C(=O)NCC(C)C)c1 (configuration not stated)	-11	-9	-1	-1	3
18	O=C(COc1ccc(Cl)cc1)NCCCNC(=O)c1ccccn1	8	1	6	-8	18
19	O=C(O)c1cn2c3c(ccc(Cl)c3c1=O)OCC2	4	-2	3	-4	11
20	Cc1ccc2cc(C3CC(c4cccs4)=NN3S(C)(=O)=O)c(Cl)nc2c1 (configuration not stated)	1	-5	1	6	22
21	COc1ccc(CNC(C)(C)C)cc1Cl	10	1	1	5	10
22	COCCN(Cc1cc2ccc(C)cc2[nH]c1=O)S(=O)(=O)c1ccccc1	-10	-6	-2	-2	31
23	Cc1ccccc1NC(=O)c1cccc(C(F)(F)F)c1	-11	-1	-3	-2	6
24	Cc1noc(C)c1COC(=O)CNC(=O)c1cccc(F)c1	8	-9	-1	4	14

cpd	KLF5 inh	Platelet DG rel	HIF act	HSF-1 act	HSF1 inhib
17	11	-3	0.2	-12	-8
18	-4	-11	1.4	84*	30
19	-15	-6	1.5	3	-11
20	-13	13	0.1	-10	2
21	14	1	0.6	-13	-2
22	-11	-2	1.7	2	0
23	-10	-32	0.4	-8	1
24	-3	2	0.6	-12	0

Next section, overlapping the part above by 5 compounds.
cpd	Compound	aSyn 5UTR inh	IEC-6 cytotox	HSP90 refold inh	SKKanGAS inh	AI-2 QS modul
20	Cc1ccc2cc(C3CC(c4cccs4)=NN3S(C)(=O)=O)c(Cl)nc2c1 (configuration not stated)	1	-5	1	6	22
21	COc1ccc(CNC(C)(C)C)cc1Cl	10	1	1	5	10
22	COCCN(Cc1cc2ccc(C)cc2[nH]c1=O)S(=O)(=O)c1ccccc1	-10	-6	-2	-2	31
23	Cc1ccccc1NC(=O)c1cccc(C(F)(F)F)c1	-11	-1	-3	-2	6
24	Cc1noc(C)c1COC(=O)CNC(=O)c1cccc(F)c1	8	-9	-1	4	14
25	CC(O)[C@H]1CN=C(N)N1CCc1cc(C(F)(F)F)cc(C(F)(F)F)c1 (some centres not stated)	-9	/	/	1	-1
26	COc1ccc(OC)c(S(=O)(=O)NCCC2=CCCCC2)c1	17	-4	0	-4	18
27	COc1ccc(CNC(=O)Nc2cc(C)cc(C)c2)cc1	-28	-2	4	-4	?
28	C=CCn1c(SCCOc2ccccc2)nnc1C(C)NC(=O)c1ccccc1 (configuration not stated)	-3	1	-3	2	29
29	COc1cc(C2/C(=C(\O)c3ccc4c(c3)OCCO4)C(=O)C(=O)N2Cc2ccco2)ccc1O (configuration not stated)	-11	-3	-3	1	32
30	COc1ccc(OC)c(Cc2nnc(CCC(=O)N3CCCCCC3)o2)c1	-74	4	2	7	21
31	O=C(Nc1nnc(C2CC2)s1)c1ccc(S(=O)(=O)c2ccccc2)cc1	-5	-1	-1	-2	17
32	Oc1ccc(/C=N/Nc2ncnc3nc[nH]c23)cc1	31	2	0	3	24

cpd	KLF5 inh	Platelet DG rel	HIF act	HSF-1 act	HSF1 inhib
20	-13	13	0.1	-10	2
21	14	1	0.6	-13	-2
22	-11	-2	1.7	2	0
23	-10	-32	0.4	-8	1
24	-3	2	0.6	-12	0
25	/	-2	-0.6	10	3
26	-17	1	-0.5	-11	-7
27	-16	-7	0.9	-8	9
28	-25	-1	0.1	17	12
29	1	-2	1.9	-7	-6
30	-43	-4	4.4	25	4
31	-33	0	0.3	2	-11
32	-72	6	0.1	9	-7

The list goes on.
cpd	Compound	aSyn 5UTR inh	IEC-6 cytotox	HSP90 refold inh	SKKanGAS inh	AI-2 QS modul
33	Cc1cccc(NC(=O)CCN2C(=O)c3ccccc3S2(=O)=O)c1C	9	4	-3	-4	29
34	Nc1cc(C(=O)O)c(N)c2c1C(=O)c1ccccc1C2=O	15	1	7	17	52
35	CCCCN(C)S(=O)(=O)c1c(C)[nH]c(=O)[nH]c1=O	14	-2	25*	6	10
36	O=C(NCC1CCCO1)c1cc2c(=O)[nH]c3ccccc3c2s1 (configuration not stated)	-33	-3	-3	/	1
37	COc1ccc(-c2ccc(SCC(=O)Nc3nccs3)nn2)cc1OC	-17	1	-3	6	10
38	O=C(Nc1ccc(N2CCOCC2)cc1)C1CCN(S(=O)(=O)c2ccccc2F)CC1	-1	-6	3	4	11
39	O=C1CCC[C@@H]2Cc3[nH]c4c(Cl)ccc(Cl)c4c3[C@@H]3CCN1[C@H]23	-21	3	-2	14	2
40	CCSc1nnc(NC(=O)c2csc3c2CCC(C)C3)s1 (configuration not stated)	-20	-3	-3	0	14

cpd	KLF5 inh	Platelet DG rel	HIF act	HSF-1 act	HSF1 inhib
33	-15	-3	-0.4	2	4
34	-9	2	-0.7	10	7
35	-9	7	-0.7	2	-12
36	-1	0	0.6	21	7
37	-28	3	0.9	27	-1
38	-14	1	0.0	-2	-9
39	-4	-3	0.4	-16	-8
40	-10	4	-0.2	-7	-5

3 entries out of the list, ordered by count of non-hydrogen atoms, smallest number first.
cpd	Compound	aSyn 5UTR inh	IEC-6 cytotox	HSP90 refold inh	SKKanGAS inh	AI-2 QS modul
35	CCCCN(C)S(=O)(=O)c1c(C)[nH]c(=O)[nH]c1=O	14	-2	25*	6	10
36	O=C(NCC1CCCO1)c1cc2c(=O)[nH]c3ccccc3c2s1 (configuration not stated)	-33	-3	-3	/	1
33	Cc1cccc(NC(=O)CCN2C(=O)c3ccccc3S2(=O)=O)c1C	9	4	-3	-4	29

cpd	KLF5 inh	Platelet DG rel	HIF act	HSF-1 act	HSF1 inhib
35	-9	7	-0.7	2	-12
36	-1	0	0.6	21	7
33	-15	-3	-0.4	2	4

(next part)
cpd	Compound	aSyn 5UTR inh	IEC-6 cytotox	HSP90 refold inh	SKKanGAS inh	AI-2 QS modul
41	Cc1cccc(Nc2nc(C)cc(C)n2)c1	-27	-2	-3	1	20
42	COc1ccc(CN(C)C(=O)CCCNC(=O)c2ccc(Cl)cc2)cc1	-12	-2	-5	-12	/
43	C/C(=N\NC(=O)c1cc(-c2ccc(Br)s2)[nH]n1)c1ccncc1	-10	0	3	31	6
44	COc1ccccc1CNC(=O)[C@@H]1CCCN1S(=O)(=O)c1ccc(Cl)cc1	7	-6	3	-4	/
45	CC1CCCCC1NC(=O)CN1C(=O)COc2ccccc21 (configuration not stated)	3	-4	-1	-2	21
46	Nc1ncccc1OCc1ccc(Cl)c(Cl)c1	-149	-9	3	-3	4
47	CC1Cc2ccccc2N1c1ncnc2c1nnn2Cc1ccccc1 (configuration not stated)	5	1	3	1	18
48	COc1ccc(CNC(=O)CN2CCN(c3ccccc3)CC2)cc1	10	2	12	-1	-1

cpd	KLF5 inh	Platelet DG rel	HIF act	HSF-1 act	HSF1 inhib
41	-63	-6	-27	-11	-4
42	-11	9	-1.2	0	0
43	6	-6	0.6	-6	1
44	-4	7	-1.0	5	0
45	-43	4	-1.0	17	1
46	-183	-3	-0.7	38	22
47	-32	9	-0.1	-2	10
48	-15	8	0.4	15	4

Additional results follow:
cpd	Compound	aSyn 5UTR inh	IEC-6 cytotox	HSP90 refold inh	SKKanGAS inh	AI-2 QS modul
49	COc1ccc(NC(=O)C2CC(c3cccc(Br)c3)=NO2)cc1OC (configuration not stated)	19	5	-4	-7	27
50	COc1ccc(CN2CCCN(C)CC2)c(OC)c1C	6	6	-1	-3	/
51	CCOc1ccccc1CN1CCC(Oc2cccc(C(=O)NCCOC)c2)CC1	-13	-1	1	2	17
52	CC(C)(C)C(=O)Nc1nnc(-c2ccncc2)o1	27	-12	3	-6	16
53	CC(C)N=C1SCC(C)(/C=N/O)S1 (configuration not stated)	-1	1	-1	5	15
54	COc1ccc2c(c1)sc(=N)n2C	-6	-1	-4	1	18
55	COc1cccc(Cn2nnc(C(=O)NCCc3ccc(Cl)cc3)c2N)c1	8	-3	0	-2	30

cpd	KLF5 inh	Platelet DG rel	HIF act	HSF-1 act	HSF1 inhib
49	-10	-12	-11	-12	-6
50	-27	2	0.4	-18	0
51	-2	3	0.4	-6	-12
52	-3	14	-0.1	-33	-18
53	3	5	0.2	-8	-2
54	-23	12	0.0	-5	-4
55	-53	7	0.1	5	-1

Assay outcomes as filed in PubChem BioAssay.
